Screening data (PubChem BioAssay)
PfHsp40 rescue – compounds rescuing yeast from Plasmodium falciparum HSP40 toxicity | growth rescue, % at 12.5 µM | 340,000 compounds, 0.68% hits | S. cerevisiae expressing PfHsp40, growth rescue, ATP luminescence; in the data active = growth rescue above about 28%, passing the limit was not always enough;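 note: yeast W303a lacking pdr1 and pdr3 grown in galactose medium; growth measured after three days at 30 °C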
Vc quorum ag – induces V. cholerae light production without autoinducers; V. cholerae BH1578 lux reporter, luminescence, 6 h; activation, % at 18.7 µM; 350,000 compounds, 0.16% hits; AID 588436; in the data active = activation mostly above about 9.7%, no sharp cut-off; note: not every result past the cut was called active; inactives centre near 0; reference of the scale not given here
BioA inh – BioA (M. tuberculosis) enzyme inhibition | purified M. tuberculosis BioA enzyme, plate reader | 360,000 compounds, 0.096% hits | AID 602481 | inhibition, % at 9.99 µM; in the data active = inhibition above about 40%
Mtb FBA inh – Mtb fructose-bisphosphate aldolase inhibition. P9WQA3. purified M. tuberculosis FBA, fluorescence read-out. inhibition, % at 1 µM. 360,000 compounds, 2.3% hits. AID 588726; in the data active = inhibition above about 27%;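 note: 0% = vehicle and 100% = reference inhibitor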
Target sequence (P9WQA3 whole entry, looked up): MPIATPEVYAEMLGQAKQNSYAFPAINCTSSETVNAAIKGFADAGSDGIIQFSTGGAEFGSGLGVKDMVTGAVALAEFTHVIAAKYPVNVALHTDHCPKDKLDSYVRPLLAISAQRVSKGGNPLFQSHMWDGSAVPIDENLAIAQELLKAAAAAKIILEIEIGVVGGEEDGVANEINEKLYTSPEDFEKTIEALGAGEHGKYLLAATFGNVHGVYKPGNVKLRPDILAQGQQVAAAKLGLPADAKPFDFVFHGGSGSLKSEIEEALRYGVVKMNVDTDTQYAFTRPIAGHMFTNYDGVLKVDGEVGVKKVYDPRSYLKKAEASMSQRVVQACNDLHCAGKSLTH
FadD28 binding – blocks FadD28 binding to the bisubstrate probe. inhibition, % at 12.5 µM. AID 588549. fluorescence polarization. 360,000 compounds, 0.22% hits; in the data active = inhibition above about 8.5%, passing the limit was not always enough
Mtb UGM inh – Mtb UDP-galactopyranose mutase inhibition | P9WIQ1 | purified UGM, fluorescence polarization probe displacement | inhibition, % at 10 µM | 320,000 compounds, 0.06% hits | AID 504406; in the data active = inhibition above about 10%, passing the limit was not always enough
Target sequence (P9WIQ1 whole entry, looked up): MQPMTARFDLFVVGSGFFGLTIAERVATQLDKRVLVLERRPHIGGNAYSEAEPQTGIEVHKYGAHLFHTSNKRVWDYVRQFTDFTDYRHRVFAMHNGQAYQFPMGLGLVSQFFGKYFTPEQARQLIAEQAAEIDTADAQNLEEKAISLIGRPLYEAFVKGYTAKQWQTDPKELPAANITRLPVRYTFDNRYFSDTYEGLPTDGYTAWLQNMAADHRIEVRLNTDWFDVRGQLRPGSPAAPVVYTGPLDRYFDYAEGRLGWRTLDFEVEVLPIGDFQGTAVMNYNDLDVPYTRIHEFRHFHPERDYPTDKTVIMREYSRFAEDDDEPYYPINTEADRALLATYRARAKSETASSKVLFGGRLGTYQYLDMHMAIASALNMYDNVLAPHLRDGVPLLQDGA
GDH-TPI counter – GDH-TPI coupled enzyme inhibition counter-screen. AID 588335. 360,000 compounds, 1.2% hits. inhibition, % at 4.8 µM. GDH-TPI coupled enzyme counterscreen, NADH absorbance; in the data active = inhibition above about 30%;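 note: 0% = DMSO wells and 100% = wells lacking the enzyme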
TcdB inh – TcdB glycohydrolase inhibition; P18177; TcdB glycohydrolase enzymatic assay, plate reader; inhibition, % at 9.99 µM; 350,000 compounds, 0.24% hits; AID 652162; in the data active = inhibition above about 10%
Y pestis TopoI – inhibitors of Yersinia pestis topoisomerase I | Y. pestis Topo-I cleavage product accumulation, plate reader | activity, % at 10 µM | 360,000 compounds, 0.064% hits; in the data active = activity above about 50%, passing the limit was not always enough; note: inactives centre near 2
* marks the source's active call; other numbers are inactive results; i = inactive; . = no result given.

SMILES	PfHsp40 rescue	Vc quorum ag	BioA inh	Mtb FBA inh	FadD28 binding	Mtb UGM inh	GDH-TPI counter	TcdB inh	Y pestis TopoI
COc1cc(Cl)cc2c1Sc1ccccc1/C2=C/CCN(C)C	11	i	5.2	0	-4.4	-2.6	3	.	1
CCCCS(=O)(=O)N1CCC(C(=O)Oc2ccc(Cl)cc2)CC1	0.8	-0.6	-0.8	3	-0.3	-1.0	24	1.8	-5
CN1CCN(c2nc3c(c(=O)[nH]c(=O)n3C)n2CCCSc2nnnn2-c2ccccc2)CC1	0.8	i	.	-1	0.6	-0.4	8	7.5	10
Nc1nc(SCC(=O)NC2CCCc3ccccc32)n[nH]1 (stereo not drawn)	0.3	-0.3	.	-1	-0.3	-1.3	9	1.6	4
C/C(=N\Nc1ccc2nncn2n1)c1ccco1	-1.2	-0.8	.	2	1.5	1.7	23	0.0	-3
COC(=O)Cn1cccc1C(=O)c1ccccc1	-0.8	i	-1.0	-2	-4.5	2.3	0	.	11
Cc1cc(C(=O)COC(=O)C2=NNC(=O)CC2)c(C)n1-c1cccc(C(F)(F)F)c1	0.1	-0.2	0.7	-4	-2.3	-0.7	-7	.	21
Cc1cc(Br)ccc1NCc1ccccn1	-0.8	-0.2	.	3	-2.2	1.9	14	.	0
COc1ccc(OC)c(S(=O)(=O)NCc2nc3nc(C)cc(C)n3n2)c1	0.4	-3.7	-1.9	-5	-3.5	-1.7	-2	-1.8	-8
Cc1cc2nc3c(nc2cc1C)C(O)=C3O	3.1	i	0.7	5	-1.4	-1.8	15	0.5	-2
COc1ccc2nc(/C=N/NC(=O)CCCCCNC(=O)OC(C)(C)C)ccc2c1	0.4	-0.4	.	63*	-2.5	-2.8	33*	1.9	7
O=C(c1[nH]c(C(F)(F)F)nc1-c1ccccc1)N1CCN(c2c(Cl)cncc2Cl)CC1	.	.	1.7	-1	-0.4	.	.	0.1	.
Cc1ccc2c(CN3CCCCC3C)cc(=O)oc2c1C (stereo not drawn)	1.0	i	2.2	1	-1.8	.	14	1.3	3
O=C(Nc1ccccc1Cl)C(Cl)C(=O)c1ccccc1 (stereo not drawn)	-1.4	0.3	0.9	-3	0.8	.	1	-2.2	9
Cc1cccc(C)c1N1C(=O)CCC(C)(C)C1=O	0.9	-1.4	-0.2	0	-0.4	-1.6	9	-2.3	-2
CC(=O)N/N=C(\C)CCc1ccccc1	0.3	i	.	-4	-1.7	2.7	8	0.2	1
COc1cccc(C2CC(c3ccccc3Cl)n3nc(N)nc3N2)c1 (stereo not drawn)	-0.9	-0.4	13	0	1.1	3.4	5	.	-1
O=S(=O)(c1ccc(C2CCCCC2)cc1)N1CCOCC1	2.1	-0.3	.	2	0.2	-0.3	-4	.	23
CCC(c1c(C)[nH]oc1=O)c1c(C)[nH]oc1=O	-0.9	-0.6	-2.0	-5	-1.4	1.5	14	.	-7
CCC1CCCCN1CCCNC(=O)c1ccc(CS(=O)(=O)c2ccccc2OC)o1 (stereo not drawn)	0.4	-4.2	.	-1	-1.9	-1.3	-6	-1.2	1

Continued (7 carried over from the part before).
SMILES	PfHsp40 rescue	Vc quorum ag	BioA inh	Mtb FBA inh	FadD28 binding	Mtb UGM inh	GDH-TPI counter	TcdB inh	Y pestis TopoI
O=C(Nc1ccccc1Cl)C(Cl)C(=O)c1ccccc1 (stereo not drawn)	-1.4	0.3	0.9	-3	0.8	.	1	-2.2	9
Cc1cccc(C)c1N1C(=O)CCC(C)(C)C1=O	0.9	-1.4	-0.2	0	-0.4	-1.6	9	-2.3	-2
CC(=O)N/N=C(\C)CCc1ccccc1	0.3	i	.	-4	-1.7	2.7	8	0.2	1
COc1cccc(C2CC(c3ccccc3Cl)n3nc(N)nc3N2)c1 (stereo not drawn)	-0.9	-0.4	13	0	1.1	3.4	5	.	-1
O=S(=O)(c1ccc(C2CCCCC2)cc1)N1CCOCC1	2.1	-0.3	.	2	0.2	-0.3	-4	.	23
CCC(c1c(C)[nH]oc1=O)c1c(C)[nH]oc1=O	-0.9	-0.6	-2.0	-5	-1.4	1.5	14	.	-7
CCC1CCCCN1CCCNC(=O)c1ccc(CS(=O)(=O)c2ccccc2OC)o1 (stereo not drawn)	0.4	-4.2	.	-1	-1.9	-1.3	-6	-1.2	1
Cc1nc2sc3c(c2c(=O)o1)CCC3	0.2	i	-1.9	2	-2.4	3.0	1	.	1
COc1ccc2oc(=O)c(-c3nc4ccccc4o3)cc2c1	2.6	-0.2	.	27	-2.4	-1.8	20	.	0
CSc1nc2ccc(NS(=O)(=O)c3c(Cl)cccc3Cl)cc2s1	8.0	-0.2	0.4	0	-0.5	-2.5	14	.	2
Cc1cccc2c1CCCC2=O	-0.2	-2.7	-3.2	2	.	.	4	-0.5	-7
O=C(Nc1cccn2ncnc12)C(F)(F)F	0.8	-0.1	.	4	0.1	2.5	8	-0.1	22
COc1ccc(C(CC(=O)O)NC(=O)Cc2ccccc2)cc1OC (stereo not drawn)	-1.8	1.1	-1.5	2	-1.1	0.0	3	.	1
O=C1CCC2(CCCC2)c2ccccc21	.	i	-2.4	-2	-1.3	.	8	-0.4	2
CCN(C[C@H]1N[C@@](C)(C(=O)OC)[C@H]2C(=O)N(C)C(=O)[C@@H]12)C(=O)c1ccccc1	2.3	i	-0.6	2	0.1	.	-2	1.1	2
CCCN1Cc2cccc(C(=O)NC3CCCC3)c2C1=O	0.0	i	1.5	6	-0.4	2.7	2	.	11
COC(=O)c1cc2ccsc2n1CC(=O)NCC1CCCO1 (stereo not drawn)	-2.0	-0.4	1.1	1	0.2	-1.2	-6	0.0	6
CCc1cc2c(NC(Cc3ccccc3)C(=O)O)ncnc2s1 (stereo not drawn)	0.3	-0.5	-5.2	0	-2.8	1.4	1	0.1	-2
O=C(NCC1CCCO1)c1ccc2c(=O)n(Cc3ccc(Cl)cc3)c(=S)[nH]c2c1 (stereo not drawn)	0.3	3.1	.	1	-1.0	1.6	9	0.5	3
CCCCCCCC1CC(CSc2ncn[nH]2)OC1=O (stereo not drawn)	4.3	i	1.7	-6	-1.1	3.7	3	.	11
COc1ccc(C(=O)NNC(=O)CN2CCC(n3nnc4cc(C)ccc43)CC2)cc1	-0.5	-0.3	-0.8	2	0.0	1.9	11	-0.2	-4
COc1ccc(N(C(=O)c2snc(C(N)=O)c2N)C(C(=O)NCc2ccc(F)cc2)c2ccc(C)o2)c(OC)c1 (stereo not drawn)	0.2	i	-1.4	4	-1.7	2.6	13	1.2	5
COc1cccc(-c2csc3ncnc(Sc4nnnn4C)c23)c1	3.1	0.1	-2.6	-1	-2.1	-2.1	2	0.1	4
Cc1cn(CC(=O)NCCNc2ccc([N+](=O)[O-])cn2)c(=O)[nH]c1=O	-0.1	-0.6	0.6	0	-3.7	.	30	0.4	-5
Cc1ccc(C(=O)NC2CCCCCCC2)c(Cl)c1	-0.4	i	-2.4	-1	-2.4	-2.1	3	-7.4	20
C=CCSc1nnc(NC(=O)c2ccc(Cl)nc2)s1	1.0	i	0.8	0	-1.3	0.6	13	.	5
CC(=O)Nc1ccc(/C=N/N2CCCCC2)cc1	-0.8	1.8	.	2	2.3	-0.5	7	0.3	1
C/C(=N\N)c1c(-c2ccccc2)c2cc(C)ccc2[nH]c1=O	0.0	i	-1.6	5	-0.6	-1.1	19	1.2	20
CCOC(=O)C1CCCN(c2nnnn2-c2ccccc2)C1 (stereo not drawn)	1.4	-0.7	0.8	0	-3.6	2.2	1	-0.2	-5
O=C(N/N=C/c1ccco1)c1cc(-c2ccc3ccccc3c2)n[nH]1	0.8	i	0.2	-1	-2.6	-4.6	30	.	5
O=C(CNC(=O)C1CCCCC1)NC1CCCCC1	-0.6	-0.4	-1.7	3	-1.1	0.4	1	0.1	0
Cc1ccc(C2=CSC3=NS(=O)(=O)CCN23)cc1C	0.3	i	-0.7	0	2.1	-1.1	-3	.	3
Cc1ccc(C(CC(=O)c2ccc(Cl)cc2)C(=O)O)cc1 (stereo not drawn)	0.1	-0.5	-0.4	0	-3.3	-1.7	-5	2.4	1
Cc1cccn2cc(CCNS(=O)(=O)c3ccc4c(c3)OCCO4)nc12	-0.2	-1.0	-2.7	2	-1.2	-0.6	11	1.1	6
O=C(NC1CCCCC1)c1nc2c(nnn2Cc2ccccc2Cl)c(=O)[nH]1	-0.3	-0.4	.	-1	1.4	1.8	16	.	15
O=c1cccccc1NN=C1CCCCC1	-0.2	i	-2.1	-4	0.5	2.9	10	0.2	3
Cc1ccc(S(=O)(=O)c2nc(-c3ccc(F)cc3)oc2N2CCOCC2)cc1	-1.0	-4.0	0.5	-3	-4.1	0.6	4	-0.9	4
COc1ccccc1NS(=O)(=O)c1cc(NC(=O)CN2C(=O)NC3(CCCCC3)C2=O)ccc1C	0.5	-5.0	-1.1	1	-1.7	.	3	2.3	2
CCC1(C)COC(C)(CC(=O)NNC(=O)Nc2ccccc2)OC1 (stereo not drawn)	0.1	1.6	.	-1	-2.7	1.0	-9	.	-2
COCCNC(=O)c1c(NC(=O)c2nc(SC)ncc2Cl)sc2c1CCCC2	7.2	i	0.7	-10	-4.3	-0.2	-3	1.4	-2
C=CCNC(=S)Nc1cccc(NC(=S)NCC=C)c1	-0.4	0.6	.	-5	-3.8	-2.5	0	0.8	2
CSc1ccccc1C(=O)NC1CCSc2ccccc21 (stereo not drawn)	-0.9	-0.1	-0.6	2	-1.7	-0.1	3	-8.1	-3
Nc1cccc2c(O)cc(S(=O)(=O)O)cc12	21	i	-1.5	13	36*	.	19	.	-23
CC1(c2ccccc2)NC(=O)N(CCOc2ccccc2)C1=O (stereo not drawn)	-0.4	-0.3	-0.7	-4	-1.4	0.1	6	.	1
COc1ccc2sc(N(CCCN(C)C)C(=O)c3nc4ccccc4s3)nc2c1	1.3	-0.4	0.9	-6	-0.1	1.0	14	1.6	-3
N#Cc1ccc(OCC(=O)NCCCN2CCCC2=O)cc1	.	i	0.9	0	-0.1	.	3	0.1	-4
COc1cc(NC(=O)COC(=O)/C=C/c2ccc(OC)c(OC)c2)cc(OC)c1	-0.2	i	-1.6	4	-4.3	1.5	16	0.0	-6
CC(=O)Nc1ccc(OC(=O)N(C)c2ccccc2)cc1	-0.7	.	0.1	0	-4.0	-3.2	0	.	-7
CC(=O)c1c(C(C)=O)c(C)n(C2CCCCC2)c1C	-1.5	9.9	1.5	0	1.2	2.6	19	.	-1
CN(C(=O)CSc1nc2ccc(Cl)cc2[nH]1)C1CCS(=O)(=O)C1 (stereo not drawn)	-0.3	i	2.7	2	-1.2	-0.8	8	2.1	-8
O=C(CN1C(=O)COc2ccc(S(=O)(=O)N3CCOCC3)cc21)Nc1cccc(Cl)c1	-0.2	-0.3	0.3	1	0.8	-1.2	-4	0.5	6
CC1CCCC(NC(=O)CCCn2c(=S)[nH]c3ccccc3c2=O)C1C (stereo not drawn)	-0.8	i	.	-2	1.3	1.3	0	0.6	2
COC(=O)c1ccc2nc(-c3cccc(Cl)c3)c(Cc3ccccc3OC)n2c1	.	.	0.6	1	-3.0	.	.	1.5	.
CCCNC(=O)CCn1nc(-c2ccccc2)c2ccccc2c1=O	-0.7	-0.6	0.9	-1	0.7	0.1	5	.	3
COC(=O)c1ccc(CSc2nc3cc(Cl)ccc3o2)cc1	1.0	-0.2	-2.1	1	-1.3	-0.3	2	.	18
CC12CCCCC1C(C(N)=O)C(=O)O2 (stereo not drawn)	1.9	1.0	.	1	0.9	.	6	0.1	5
Cn1c(=O)c2cc(NC(=O)NCCc3ccccc3)ccc2n1Cc1cccc(C(F)(F)F)c1	.	i	0.2	130*	-0.4	.	6	1.0	27
O=[N+]([O-])c1c(Nc2ccccc2O)cc(N2CCOCC2)c2nonc12	0.9	3.7	-0.7	-15	-0.9	-0.5	32*	0.4	-9
Cc1ccc(CN2CCN(Cc3ccccc3F)CC2)cc1	0.3	-0.2	0.8	2	-1.3	3.4	4	0.8	12
O=C(Nc1cccc(Cl)c1)c1nc[nH]c1C(=O)NCCCNC(=O)c1[nH]cnc1C(=O)Nc1cccc(Cl)c1	-1.1	0.4	0.3	-3	-5.9	-1.2	-9	0.5	17
